AmpC inh no detg = blocks E. coli AmpC beta-lactamase in detergent-free assay; P00811; AmpC nitrocefin hydrolysis, absorbance 480 nm, 0.0001% Triton; Potency, µM (top dose mostly 57.1 µM), for inactives: at the highest dose activity change, negative = inhibition, hits mostly inhibitors; 330,000 compounds, 0.52% hits;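 also: potency is read from the fitted curve at half-maximal effect; plate controls were no compound for no effect and no enzyme for full effect; nearly all actives have a fitted effect of over 20% in size; some results filed as inactive show a strong effect at the top dose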
Target sequence (P00811 whole entry, looked up): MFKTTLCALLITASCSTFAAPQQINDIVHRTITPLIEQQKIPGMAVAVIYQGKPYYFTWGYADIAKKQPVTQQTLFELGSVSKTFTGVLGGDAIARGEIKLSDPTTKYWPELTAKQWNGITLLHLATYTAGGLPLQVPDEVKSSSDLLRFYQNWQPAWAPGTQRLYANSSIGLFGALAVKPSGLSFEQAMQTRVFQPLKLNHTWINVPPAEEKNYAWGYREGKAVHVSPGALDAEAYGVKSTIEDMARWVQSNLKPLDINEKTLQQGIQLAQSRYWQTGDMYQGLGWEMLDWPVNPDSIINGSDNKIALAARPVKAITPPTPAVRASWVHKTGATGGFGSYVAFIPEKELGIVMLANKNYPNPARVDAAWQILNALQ
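AmpC (5.3 nM in the dispensed reagent) in 20 mM phosphate pH 7.0 with 0.01% (detergent screen) or 0.0001% Triton X-100 was preincubated with compounds for 15 min at room temperature. Nitrocefin was then added from an 800 uM solution, and hydrolysis was followed at 480 nm.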
Tb PYK inh = blocks Trypanosoma brucei pyruvate kinase. Q57TT1. TbPYK enzyme, Kinase-Glo Plus ATP luminescence, 45 min. Potency, µM (titrated, usually from 76.8 µM), inactives show at the top dose activity, negative = inhibition, hits mostly inhibitors. 410,000 compounds, 0.12% hits. AID 624173; also: potency is read from the fitted curve at half-maximal effect; % is scaled to controls: 0 for no effect and ±100 for the full control effect; nearly all actives have a fitted effect of over 50% in size
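Screened from lowest to highest concentration, compounds were pinned into TbPYK/substrate mixtures, and ADP (130 uM final) was added. Plates sat at room temperature for 45 min prior to Kinase-Glo Plus detection by luminescence.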
Shiga inhibitor = Shiga toxin inhibition; 290,000 compounds, 9.2% hits; inhibition, % at 38.7 µM; Vero cells, Shiga toxin protein synthesis inhibition reporter; in the data active = inhibition mostly above about 28%, no sharp cut-off; inactive = mostly below about 43%; also: 0% is about no effect
Pf growth 48h = P. falciparum growth inhibition at 48 hours (one generation); P. falciparum luciferase growth in erythrocytes, 48 h; Potency, µM (titrated, usually from 28.7 µM), inactives show at the top dose activity change, negative = inhibition, most hits filed as inhibitors; 310,000 compounds, 5.9% hits; AID 504832; also: potency is read from the fitted curve at half-maximal effect; % is scaled to controls: 0 for no effect and ±100 for the full control effect
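In quantitative HTS format, infected erythrocytes bearing luciferase-reporter parasites were treated for a single generation at 37 C. Luminescence after adding detection reagent served as the growth measure.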
Cycloheximide cs = affects cycloheximide protein synthesis inhibition readout, counter-screen; cell reporter, cycloheximide protein synthesis inhibition counterscreen; max response, %; 300,000 compounds, 12% hits; in the data active = max response mostly above about 13%, no sharp cut-off; inactive = mostly below about 14%; also: read at 38.3 µM for the half of the compounds with a filed dose; 0% is about no effect
Pf growth 96h = inhibits malaria parasite growth, 96 h. 320,000 compounds, 6.9% hits. AID 504834. P. falciparum luciferase reporter growth, 96 h. Potency, µM (top dose mostly 28.7 µM), for the others: top-dose activity change, negative = inhibition, usual class: inhibitors; also: potency is read from the fitted curve at half-maximal effect; % is scaled to controls: 0 for no effect and ±100 for the full control effect
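Two parasite generations (96 h, 37 C, 5% CO2) of compound exposure in infected erythrocytes (0.05% parasitemia, 2% hematocrit). Luciferase-reporter P. falciparum; decreased luminescence indicates inhibited growth, aimed at apicoplast-acting delayed death.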
LmPK inhibitor = inhibitors of Leishmania mexicana pyruvate kinase; Q27686; purified LmPK, Kinase-Glo ATP luminescence, 1 h; Potency, µM (titrated, usually from 57.5 µM), inactives show top-dose activity change, negative = inhibition, most hits filed as inhibitors; 290,000 compounds, 0.37% hits; AID 1721; also: potency is read from the fitted curve at half-maximal effect; % is scaled to controls: 0 for no effect and ±100 for the full control effect
Target sequence (Q27686 whole entry, looked up): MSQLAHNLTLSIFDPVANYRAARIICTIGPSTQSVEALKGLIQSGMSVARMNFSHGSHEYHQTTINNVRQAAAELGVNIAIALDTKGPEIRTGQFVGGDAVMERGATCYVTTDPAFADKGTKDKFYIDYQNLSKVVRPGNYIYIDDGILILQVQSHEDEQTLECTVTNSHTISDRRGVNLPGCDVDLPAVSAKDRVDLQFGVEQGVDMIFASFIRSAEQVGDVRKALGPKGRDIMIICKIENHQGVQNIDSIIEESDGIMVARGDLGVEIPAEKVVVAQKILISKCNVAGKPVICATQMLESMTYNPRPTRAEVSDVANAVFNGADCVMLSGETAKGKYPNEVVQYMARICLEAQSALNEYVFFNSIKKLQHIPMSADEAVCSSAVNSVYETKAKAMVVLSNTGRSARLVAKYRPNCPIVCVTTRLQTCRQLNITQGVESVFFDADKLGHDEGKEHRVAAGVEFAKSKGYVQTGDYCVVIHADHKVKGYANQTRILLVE
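In 50 mM imidazole pH 7.2 with 7 mM MgCl2, LmPK (0.1 nM) turned over PEP (0.5 mM) and ADP (0.1 mM) for 1 h at room temperature. Luciferase read-out of ATP.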
* = called active by the depositor; ? = inconclusive; · = no result given; & = joins results of further samples; [ ] = dose if it differs, or a comment. Unless noted, calls follow the shape of the dose curve; as a rule, active = well fitted curve in the direction sought with a large enough effect; inconclusive = small, poorly fitted or top-dose-only effect, or another doubt; inactive = no such curve, though single readings can be large; an effect the other way counts as inactive or inconclusive.

SMILES	AmpC inh no detg	Tb PYK inh	Shiga inhibitor	Pf growth 48h	Cycloheximide cs	Pf growth 96h	LmPK inhibitor
CN(Cc1c(C(=O)N/N=C/c2cc(F)ccc2F)nnn1-c1nonc1N)C1CCCCC1	-6.7%	-0.2%	-4.4	?	-1.8	32.8%[activator]	4.2%
O=C(Cn1cc(C(F)(F)F)cc(Cl)c1=O)Nc1ccc(N2CCOCC2)cc1	-15.5%	5.0%	-9.8	-12.3%	-1.9	12.9%	2.0%
COc1ccc(CNC(=O)COc2ccc(F)cc2)cc1	-42.9%	-1.8%	-6.2	-8.8%[1.15 µM]	-0.9	-13.8%[5.75 µM]	1.5%
CN1C2CCC1CC(NC(=O)c1ccc([N+](=O)[O-])cc1)C2 (stereo not given)	-4.4%	-22.7%	-5.5	·	-4.0	24.1%	-1.4%
COc1cc(-c2c(C#N)c(N)nc3c2CCCC3)ccc1O	-18.7%	?	-5.8	-37.3%	-2.5	·	-1.2%
O=C(Nc1cccc(C(=O)O)c1)/C(=C\c1ccccc1)NC(=O)c1cccc2ccccc12	-36.4%	1.4%	28.2	0.0%	8.7	?	-0.4%
CCN1CCN(CCNC(=O)c2ccc3c(c2)N(Cc2ccc(F)cc2)C(=O)c2ccccc2S3=O)CC1 (stereo not given)	91.8%[activator]	-2.1%	-2.6	10.4µM*	-2.0	10.5%	2.1%
CCOC(=O)c1ccccc1NC(=O)COC(=O)C1CCCC1	-13.0%	4.1%	·	31.3%[activator]	·	29.5%	·
CC(=NCCCn1ccnc1)c1c(O)n(C)c(=O)n(C)c1=O	-16.3%	3.4%	1.0	26.5%	0.7	10.4µM*	-0.1%
CC1(NC(=O)CSc2nnc(-c3ccco3)n2Cc2ccccc2)CCS(=O)(=O)C1 (stereo not given)	6.0%	1.9%	·	?	·	-14.3%	·
Cc1ccc(/C=C2/C(=O)NC(=O)N(Cc3ccc(F)cc3)C2=O)o1	-25.6%	·	-0.8	-3.3%	-1.0	21.6%	3.5%
S=C(Nc1ccccc1)Nc1nc2ccccc2n1CCOc1ccc(Br)cc1	-39.1%	-4.8%	43.7*	3.29µM*	34.2*	3.8%	-0.5%
Cc1cc(CNC(=O)c2cc(-c3ccccc3)nc3ccccc23)nn1C	80.6%[activator]	-0.7%	-12.5	-12.5%	-1.8	1.0%	3.4%
CN(CCc1cn[nH]c1)C(=O)CC1C(=O)NCCN1Cc1cccc(Oc2ccccc2)c1 (stereo not given)	116.5%[activator]	-10.6%	-2.6	-1.5%	-1.0	-0.3%	4.7%
CN1CCc2c(sc3ncn4nc(-c5ccccc5O)nc4c23)C1	-8.3%	·	-21.7	?	3.6	3.5%	4.4%
Cc1ccc(NC(=S)N2CCC(N(C)CC3CCCO3)CC2)cc1 (stereo not given)	-17.0%	0.5%	-5.2	3.4%	-1.8	0.0%	-1.2%
CCn1cc(Cl)c(C(=O)N2N=C(c3ccc4ccccc4c3)CC2c2ccccc2O)n1 (stereo not given)	-37.0%	-9.6%	6.7	2.08µM*	3.0	1.47µM*	3.1%
C=CCn1c(O)c(CN2CCCCC2)c(C)c(C#N)c1=O	-24.6%	-11.9%	17.0	-6.5%	8.7	15.5%	-10.1%
CCc1ccc2nc(N=C(N)N)nc(C)c2c1	-33.1%	0.8%	-13.3	?	-1.7	33.3%[activator]	-2.3%
Cc1cc(C)c(-n2c(O)c(C=NCCN3CCOCC3)c(=O)[nH]c2=O)c(C)c1	-4.9%	-4.2%	-10.1	3.6%	-0.8	0.3%	0.3%
CCCCCCCCCS(=O)(=O)Nc1cc(C)ccn1	-27.2%	-8.3%	-1.5	18.0%	5.0	-4.9%	1.1%
CCc1nc(SCC(=O)Nc2ccc3c(c2)OCCO3)c2oc3ccccc3c2n1	-10.3%	-3.2%	-14.9	67.6%[activator]	-6.6	?	0.3%
O=C(Nc1nnc(-c2ccncc2)o1)c1cccc(N2C(=O)CCC2=O)c1	-4.6%	0.7%	-8.2	0.4%	-1.2	48.6%[activator]	2.9%[11.5 µM]
O=C(CN(c1ccc(F)cc1)S(=O)(=O)c1ccc2c(c1)OCCO2)NCC1CCCO1 (stereo not given)	4.2%	-12.6%	-8.4	-18.8%	0.7	49.4%[activator]	-0.2%
Cc1cc(C(F)(F)F)n(-c2nc(C(=O)NN)cs2)n1	28.4%	-3.7%	18.8	19.8%	10.2	7.38µM*	-2.2%
COC(=O)C1CN(C(=O)c2ccc(OC(F)F)cc2)c2ccccc2O1 (stereo not given)	-1.1%	7.6%	-4.0	19.5%	-1.2	-22.9%	6.7%
Cc1cc(NC(=O)CSc2nc3ccc(Cl)cc3[nH]2)no1	-25.3%	0.7%	-19.3	·	-0.8	-4.2%	11.6%
CC1CCc2c(sc(NC(=O)c3nc4ncccn4n3)c2C#N)C1 (stereo not given)	-28.1%	-18.2%	-7.2	101.0%[activator]	-1.0	306.7%[activator]	2.7%
COc1ccccc1OCC(=O)OCc1cc(-c2ccco2)on1	-32.2%	-1.9%	·	4.4%	·	30.4%[activator]	·
CCc1nnc2n1N=C(c1ccc([N+](=O)[O-])cc1)CS2	-18.9%	-21.3%	-4.9	41.1%[activator]	-1.8	1.9%	1.6%

Profiles, looked up by structure:
O=C(CN(c1ccc(F)cc1)S(=O)(=O)c1ccc2c(c1)OCCO2)NCC1CCCO1 (stereo not given) is entered as AmpC inh no detg = 4.2%; Tb PYK inh = -12.6%; Shiga inhibitor = -8.4; Pf growth 48h = -18.8%; Cycloheximide cs = 0.7; Pf growth 96h = 49.4%[activator]; LmPK inhibitor = -0.2%
CCc1nc(SCC(=O)Nc2ccc3c(c2)OCCO3)c2oc3ccccc3c2n1 is entered as AmpC inh no detg = -10.3%; Tb PYK inh = -3.2%; Shiga inhibitor = -14.9; Pf growth 48h = 67.6%[activator]; Cycloheximide cs = -6.6; Pf growth 96h = ?; LmPK inhibitor = 0.3%
Cc1cc(C(F)(F)F)n(-c2nc(C(=O)NN)cs2)n1 is entered as AmpC inh no detg = 28.4%; Tb PYK inh = -3.7%; Shiga inhibitor = 18.8; Pf growth 48h = 19.8%; Cycloheximide cs = 10.2; Pf growth 96h = 7.38µM*; LmPK inhibitor = -2.2%

Look-ups from the entries so far.
CCc1nc(SCC(=O)Nc2ccc3c(c2)OCCO3)c2oc3ccccc3c2n1 in Tb PYK inh = -3.2%
O=C(Nc1nnc(-c2ccncc2)o1)c1cccc(N2C(=O)CCC2=O)c1 in Tb PYK inh = 0.7%

Other records:
SMILES	AmpC inh no detg	Tb PYK inh	Shiga inhibitor	Pf growth 48h	Cycloheximide cs	Pf growth 96h	LmPK inhibitor
O=C(NCCCCc1ccccc1)C1CC(c2cc(C(F)(F)F)cc(C(F)(F)F)c2)=NO1 (stereo not given)	9.0%	3.5%	-3.0	24.0%	-4.4	36.8%[activator]	-0.3%
Cc1ccc2[nH]c(C(=O)N/N=C/c3ccccc3C(=O)O)c(-c3ccccc3)c2c1	-32.8%	4.5%	-2.3	-20.3%[0.00184 µM]	-6.0	0.738µM*	-0.7%
C=CCNC(=O)C1CC1(c1ccc(C)cc1)c1ccc(C)cc1 (stereo not given)	11.4%	-7.2%	6.6	?	-1.0	1.8%	-2.1%
CCCCN(CC)CCNC(=O)Cn1cnc2sc(C)c(S(=O)(=O)N3CCC(C)CC3)c2c1=O	-16.3%	-4.9%&1.5%	-8.2	-15.5%	-6.3	-2.2%	-10.3%
O=C(Nc1nc(-c2ccccc2)cs1)c1cccc([N+](=O)[O-])c1C(=O)O	-18.5%	-6.9%	-3.7	-0.8%	1.4	24.1%	-4.3%
COc1ccc(NCC(O)Cn2cnc3c2c(=O)n(C)c(=O)n3C)cc1 (stereo not given)	-29.4%	-8.9%	27.3	21.8%	-0.5	3.8%	2.1%
CCn1ccnc1CN(C)Cc1cn(-c2ccc(C)cc2)nc1-c1cccc(C)c1	105.5%[activator]	4.0%	11.8	6.57µM*	-1.6	?	7.0%
O=C(Nc1ccc(-c2csnn2)cc1)C(Cl)(Cl)Cl	-21.3%	0.5%	111.2*	?	36.6*	?	0.9%
CCCCN(C)C(=O)c1cn(-c2cccc(OC)c2)c(=O)c2ccccc12	15.3%	1.2%	12.4	-8.8%	-2.5	-3.1%	2.3%
Cc1ccccc1NC(=O)c1c(C)nc(SCC(=O)OCc2ccccc2)c(C#N)c1-c1ccc(F)cc1	-31.6%	0.5%	-15.1	13.1µM*	-8.7	?	-1.4%
Clc1cncc(Cl)c1NNc1c2ccccc2nc2ccccc12	-22.7%	-2.2%	19.4	2.94µM*	-0.3	25.1%	4.0%
CCCn1c2ccc(F)cc2c2nnc(SCCN3CCOCC3)nc21	76.8%[activator]	?	-6.4	?	-3.5	?	1.0%
CCOC(=O)c1ccc(NC(=S)N(CCN2CCCCCC2)Cc2cccs2)cc1	-16.9%	-4.9%	-3.0	?	-3.6	-0.9%	12.5%
COc1ccc(OC)c(C(c2nnnn2C2CCCC2)N2CCN(c3ccccc3)CC2)c1 (stereo not given)	45.5%	-6.2%	-3.0	?	16.9	?	1.6%
CCN1C(=O)CC(N2CCN(C(c3ccccc3)c3ccccc3)CC2)C1=O (stereo not given)	101.1%[activator]	0.1%	-24.2	?	-2.3	·	2.7%
O=C(Cc1cccs1)N1CCCC(c2nc3c(nnn3Cc3ccc(F)cc3)c(=O)[nH]2)C1 (stereo not given)	7.8%	2.9%	-15.0	?	11.2	-16.8%	-2.5%
CC1CCCCC1NC(=O)CCNS(=O)(=O)c1ccc(Cl)cc1 (stereo not given)	-2.6%	-9.5%	-3.9	?	-1.0	3.4%	0.1%
COc1cc(C2c3[nH]c4ccccc4c3C[C@H]3C(=O)N(CCO)CC(=O)N23)cc(OC)c1OC (stereo not given in full)	40.2%	-4.7%	-6.6	?	-4.7	-9.3%	3.2%
Cc1cccc(-n2ncc3c(N4CCc5ccccc54)ncnc32)c1	-9.9%	·	29.4	·	-2.6	49.7%	2.4%

Screening data: PubChem, National Center for Advancing Translational Sciences (NCATS)
